Source: PubChem BioAssay (National Center for Advancing Translational Sciences (NCATS))
FEN1 inh – qHTS Assay for the Inhibitors of Human Flap endonuclease 1 (FEN1). P39748. AID 588795, 2011. Recombinant FEN1 flap cleavage, fluorescence, 15 min. Potency, µM (series often up to 114 µM), inactives show at the highest dose activity change, negative = inhibition, usual class: inhibitors. hit rate 0.35% among 390,000; note: nearly all actives have a fitted effect of over 65% in size
Target sequence (P39748 whole entry, looked up): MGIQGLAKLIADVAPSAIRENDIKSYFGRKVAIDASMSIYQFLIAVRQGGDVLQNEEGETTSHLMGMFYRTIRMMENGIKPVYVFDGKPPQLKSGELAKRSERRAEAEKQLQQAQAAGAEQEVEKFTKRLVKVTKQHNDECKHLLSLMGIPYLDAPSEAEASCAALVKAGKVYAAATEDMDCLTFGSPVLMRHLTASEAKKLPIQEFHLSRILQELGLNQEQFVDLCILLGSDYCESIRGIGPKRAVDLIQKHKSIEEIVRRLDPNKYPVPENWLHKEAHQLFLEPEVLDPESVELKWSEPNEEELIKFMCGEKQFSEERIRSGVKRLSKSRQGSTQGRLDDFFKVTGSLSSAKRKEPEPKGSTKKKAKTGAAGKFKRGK
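Potency values derive from four-parameter Hill fits of normalized qHTS data. The reaction used 10 nM FEN1 preincubated 15 min at room temperature with compound, then 50 nM DNA substrate, read at 0 and 15 min.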
KAT2A inh – qHTS Assay for Inhibitors of GCN5L2; Potency, µM (top dose mostly 58.9 µM), without a hit: at the top dose activity change, negative = inhibition, actives largely listed as inhibitors; Histone acetyltransferase KAT2A (Homo sapiens), Q92830; GCN5L2 HAT assay, ThioGlo1 CoA-SH fluorescence; hit rate 0.21% among 390,000
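GCN5L2 (20nM final) in 50mM HEPES, 0.1mM EDTA pH 7.5, 0.01% Tween-20 was preincubated 15 min at room temperature with compound, then given ThioGlo1 (50uM), H3(1-25) peptide (75uM) and acetyl-CoA (70uM); CoA-thiol fluorescence (Ex340/Em540) was read at 0 and 20 min.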
TDP1 cell CPT – qHTS for Inhibitors of human tyrosyl-DNA phosphodiesterase 1 (TDP1): qHTS in cells in presence of CPT; hit rate 12% among 420,000; chicken DT40 Tdp1-/-;hTDP1 cells + 20 nM CPT, ATP luminescence, 48 h; AID 686979, 2013; Potency, µM (top dose mostly 46.2 µM), inactives show top-dose activity change, negative = growth inhibition, usual class: inhibitors; note: nearly all actives have a fitted effect of over 55% in size
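Chicken DT40 Tdp1-/- cells stably complemented with human TDP1 were seeded at 400 cells/well in medium containing 20 nM camptothecin, exposed to pin-transferred compounds, and grown at 37 °C for at least 48 hr. Viability was read as ATP luminescence.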
Active calls of the source: *; u = inconclusive; x = not tested or not shown; & = joins results of further samples. Calls come from the whole dose curve; as a rule, active = well fitted curve in the direction sought with a large enough effect; inconclusive = small, poorly fitted or top-dose-only effect, or another doubt; inactive = no such curve, though single readings can be large; an effect the other way counts as inactive or inconclusive. % is set by controls: 0 for no effect and ±100 for the full control effect; potency is the fitted concentration of half-maximal effect. A portion of the library; the hit share may differ from the screen's.

SMILES	FEN1 inh	KAT2A inh	TDP1 cell CPT
COc1ccc(NS(=O)(=O)c2cccc(C(=O)N/N=C(\C)c3ccncc3)c2)cc1	-6%	1%	-2%
CCOC(=O)c1sc(NC(=O)CSc2ncccn2)nc1C	1%	-2%	-42%
COc1ccccc1CNS(=O)(=O)c1c(C)[nH]c(C)c1C(=O)N1CCCCC1	-12%	-5%	-24%
CC(=O)NC1=NN(C(C)=O)C(c2ccc(C(C)C)cc2)S1 (stereo unspecified)	-1%	5%	u
O=C(NCCN1CCN(c2ccccc2)CC1)c1cccc(Cl)c1	-14%	-3%	u
Cc1ccc(NC(=O)CN2C(=O)NC3(CCCC3)C2=O)c(Cl)c1	-1%	-1%	u
CCCCOc1ccccc1C(=O)N(Cc1sccc1C)C1CCS(=O)(=O)C1 (stereo unspecified)	-3%	1%	u
CCCN(CCC)Cc1cc2ccccc2c2c1COC2	-11%	-4%	u
CCOC(=O)CON1C(=O)C(C)(C)N(OCC(=O)OCC)C(=O)C1(C)C	5%	-2%	-6%
Cc1ccc(N(CC(=O)N2CCOCC2)S(C)(=O)=O)cc1Cl	-14%	-1%	3%
CC(C)c1ccc(NC(=O)c2csnn2)cc1	4%	-7%	-26%
CC1CN(c2nnc(-c3ccccc3)c3ccccc23)CC(C)O1 (stereo unspecified)	14%	-4%	u
CN(C)/C=C(/C(=O)c1ccccc1Cl)S(C)(=O)=O	10%	2%	0%
COc1ccc(-n2c(=O)c(-c3cccs3)nc3cnc(N4CCNCC4)nc32)cc1	x	u	u
O=C(NCC1CCCO1)c1sc(=S)n2c1[nH]c(=O)c1ccc(C(=O)N3CCCCC3)cc12 (stereo unspecified)	-20%	8%	u
CC(=O)C1=C(O)C(=O)N(Cc2ccco2)C1c1ccc(F)cc1 (stereo unspecified)	-21%	1%	-15%
O=Cc1ccccc1OCCN1CCCC1=O	15%	-11%	-11%
O=C(Nc1cc2c3c(c1)CC(=O)N3CCC2)C1CC1	3%	-1%	-5%
O=C(c1cc(-c2ccco2)nc2ccccc12)N1CCN(c2ccc(F)cc2)CC1	0%	-11%	21µM*
COCCN(CC(=O)NCC1CCCO1)C(=O)CCC(=O)Nc1ccccn1 (stereo unspecified)	-5%	-7%	13µM*
Cc1ccc(C(=O)/C=C/c2c[nH]c3ccccc23)cc1	-23%	-10%	-9%
O=S(=O)(c1cccc(-c2nc3ccccc3s2)c1)N1CCOCC1	-26%	-7%	u
COc1cccc(N2CCN(S(=O)(=O)c3cccc4cccnc34)CC2)c1	-14%	-5%	u
CN1CCN(c2ccc([N+](=O)[O-])cc2NC(=O)c2ccccc2)CC1	-13%	-6%	-21%

Some of the entries above in a different format.
SMILES | FEN1 inh | KAT2A inh | TDP1 cell CPT
O=S(=O)(c1cccc(-c2nc3ccccc3s2)c1)N1CCOCC1 | -26% | -7% | u
Cc1ccc(C(=O)/C=C/c2c[nH]c3ccccc23)cc1 | -23% | -10% | -9%
COc1ccc(-n2c(=O)c(-c3cccs3)nc3cnc(N4CCNCC4)nc32)cc1 | x | u | u
O=C(Nc1cc2c3c(c1)CC(=O)N3CCC2)C1CC1 | 3% | -1% | -5%

Other records:
SMILES	FEN1 inh	KAT2A inh	TDP1 cell CPT
Cc1ccc2nc3c(c(N)c2c1)CCN3c1ccccc1	u	-10%	16µM*
CCOc1ccc(CN(C(=O)c2cc(=O)c3cc(C)cc(C)c3o2)C2CCS(=O)(=O)C2)cc1 (stereo unspecified)	-4%&-8%	-10%&-6%	u
COc1cccc(NC(=O)CCCn2c(=O)c3cccn3c3cccnc32)c1	-12%	0%	u
O=S(=O)(NCc1ccc2c(c1)OCO2)c1ccc(F)cc1	-1%	-7%	-11%
COc1ccc(NC(=O)c2ccc(NC(=O)c3nc4nc(C)cc(C)n4n3)cc2)cc1	0%	-5%	-6%
O=C(O)CCCN1C(=O)C2C3CCC(O3)C2C1=O (stereo unspecified)	-10%	1%	2%
COc1ccc(CCC(=O)NC2CCCCC2)cc1	17%	-2%	-6%
O=C(NC1CCS(=O)(=O)C1)Oc1ccc(Cl)cc1 (stereo unspecified)	4%	1%	-6%
CC1=C(C(=O)OC2CCCC2)C(c2coc3ccc(C)cc3c2=O)C2=C(CCCC2=O)N1 (stereo unspecified)	-14%	-9%	u
COCCN1C(=O)C(=O)/C(=C(/O)c2ccc(S(=O)(=O)N3CCOCC3)cc2)C1c1cccc([N+](=O)[O-])c1 (stereo unspecified)	-1%	-7%	14%
C=C1C([C@@]2(C)C(OC(C)=O)CC(=O)O[C@@](C)(COC(C)=O)C2CC(=O)OC)C(OC=O)C(OC(=O)C(O)C(C)CC)[C@]2(C)C(c3ccoc3)CC(=O)C12O (stereo partly specified)	x	-10%	2.6µM*
CCCNS(=O)(=O)c1ccc(OCC(=O)NCCC2=CCCCC2)cc1	16%	-2%	-25%
O=C1COc2ccc(-c3cc(-c4ccccc4)c4c(n3)-c3ccccc3OC4)cc2N1	-7%	-6%	13µM*
O=C1CC(c2c(F)cccc2Cl)C2=C(COC2=O)N1 (stereo unspecified)	-1%	-17%	0%
COc1ccc(N2CCCn3c2nc2c3c(=O)n(Cc3ccc(F)cc3)c(=O)n2C)c(OC)c1	4%	1%	u
CCc1nnc(NC(=O)CSc2nc3c([nH]c4ccccc43)c(=O)n2-c2cc(C)cc(C)c2)s1	-5%	0%	u
OCC[C@H]1C[C@H](O)[C@@H](O)[C@]2(Cc3ccccc3CO2)O1	22%	-27%	-17%
Cc1cccc(C)c1NC(=O)CN(C)C(=O)c1ccccc1OCc1ccc(F)cc1	3%	-21%	-12%
COc1ccc(S(=O)(=O)NCc2nc3nc(C)cc(C)n3n2)cc1OC	-6%&7%	-4%&-10%	0%&-6%
COc1ccccc1CN(C)CC(=O)Nc1ccccc1-c1ccccc1	-15%	-12%	u
COc1ccc(NC(=O)CCN2C(=O)C3CC=C(Cl)CC3C2=O)cc1 (stereo unspecified)	4%	-1%	-2%
CCCn1c(C)cc(C(=O)COc2ncnc3sccc23)c1C	-6%	-10%	u
CCOC(=O)C1=C(N)OC2=C(C(=O)CC(C)(C)C2)C1c1ccc(C)s1 (stereo unspecified)	-24%	-15%	18%
COc1ccc(NC(=O)C2CCN(S(=O)(=O)c3ccc4c(c3)NC(=O)CO4)CC2)cc1	-8%	-19%	-1%

Compounds above that contain an aryl thioether with sulfur outside any ring, in the order listed:
SMILES	FEN1 inh	KAT2A inh	TDP1 cell CPT
CCOC(=O)c1sc(NC(=O)CSc2ncccn2)nc1C	1%	-2%	-42%
CCc1nnc(NC(=O)CSc2nc3c([nH]c4ccccc43)c(=O)n2-c2cc(C)cc(C)c2)s1	-5%	0%	u

(further entries)
SMILES	FEN1 inh	KAT2A inh	TDP1 cell CPT
COc1ccc(S(=O)(=O)NCCC(C)C)cc1OC	-11%	2%	-6%
Cc1ccccc1C(=O)NC(=S)N(CCO)Cc1ccccc1	5%	-29%	3%
COc1ccc(NC(=O)CSc2nnc(-c3cccnc3)o2)cc1	-3%	-4%	11%
COc1cccc(C(=O)Nc2c3c(nc4c2CCC4)CCCC3)c1	1%	-3%	-13%
CCOc1ccc(NC(=O)C2(c3cccs3)CCOCC2)cc1	0%	-3%	-27%
CCOc1ccc(C(=O)N(CN2CCCC2=O)c2ccc(C)cc2)cc1	2%	-1%	8.2µM*
Cc1csc(NC(=O)C2CCN(S(=O)(=O)c3ccccc3F)CC2)n1	10%	-8%	u
Cc1cccc(C)c1NC(=O)C1CCCN1S(=O)(=O)c1cccc2nsnc12 (stereo unspecified)	-7%	-5%	-27%
COc1ccc(C2c3[nH]c4ccccc4c3CCN2C(=O)c2ccccc2C(C)=O)c(F)c1 (stereo unspecified)	4%	-26%	u
CCOc1ccc(CCNC(=O)c2cc3cccc4c3n2CCS4)cc1	-8%	2%	9.2µM*
CCOC(=O)c1scc(-c2ccc(C)cc2)c1S(=O)(=O)N1CCN(c2ccccc2F)CC1	2%	-6%	15µM*
CCOC(=O)Cc1csc(NC(=O)C(NC(=O)C2CCC(C)CC2)C(C)C)n1 (stereo unspecified)	20%	-17%	u

Pulled by structure from the entries so far:
SMILES	FEN1 inh	KAT2A inh	TDP1 cell CPT
CCOC(=O)c1scc(-c2ccc(C)cc2)c1S(=O)(=O)N1CCN(c2ccccc2F)CC1	2%	-6%	15µM*
COc1ccc(S(=O)(=O)NCCC(C)C)cc1OC	-11%	2%	-6%
Cc1cccc(C)c1NC(=O)C1CCCN1S(=O)(=O)c1cccc2nsnc12 (stereo unspecified)	-7%	-5%	-27%
COc1ccc(C2c3[nH]c4ccccc4c3CCN2C(=O)c2ccccc2C(C)=O)c(F)c1 (stereo unspecified)	4%	-26%	u

(more compounds)
SMILES	FEN1 inh	KAT2A inh	TDP1 cell CPT
CCN(CC)CCCNC(=O)C1CCCN(c2nnc(N3CCCC3=O)s2)C1 (stereo unspecified)	1%	0%	-3%
C#CCOCCOCCOCCNc1nc(N2CCN(C(=O)[C@H](CCCCN)n3cc(CCCC)nn3)CC2)nc(N2CCN(C(=O)[C@H](CCCCN)n3cc(CCCC)nn3)CC2)n1	-18%	-2%	1%
COc1cc(C(=O)Nc2ccc(-c3nc4ccccc4o3)c(O)c2)cc(OC)c1OC	-8%	6%	6%
Cc1noc(C)c1COc1ccc(C(=O)OCC(N)=O)cc1	-3%	2%	6%
FC(F)Sc1nc(-c2ccccc2)c(-c2ccccc2)n1C(F)F	u	-6%	u
CC(C)C(=O)N1CCC2(CC1)Oc1ccc(F)cc1C(=O)C21CC(c2ccccc2)=NO1 (stereo unspecified)	0%	-3%	u
OC(CNC1Cc2ccccc2C1)COc1ccc(Cl)cc1 (stereo unspecified)	-19%	-14%	-23%
COc1ccc(CCNC(=O)CSc2nnc(-c3ccc(F)cc3)c3ccccc23)cc1OC	-5%	0%	u
CC(=NCc1ccc2c(c1)OCO2)C1=C(O)c2ccccc2C1=O	0%	-27%	u
COc1ccc(Cn2c(C(=O)O)c(CNCC(C)c3ccccc3)c3ccc(OC)cc32)cc1 (stereo unspecified)	-11%	-1%	u
COCCn1c(=O)c(-c2cc(F)cc(F)c2)nc2cnc(N3CCOCC3)nc21	x	-6%	0%
Cc1cccc(N2CCn3c2nc2c3c(=O)n(C/C=C/c3ccccc3)c(=O)n2C)c1	6%	-7%	1%
COCCCNCCCCOc1cccc(Br)c1	8%	1%	u
COc1ccc(N2CC(NC(=O)c3c(F)cccc3Cl)CC2=O)cc1OC (stereo unspecified)	-8%	-1%	7%
COc1nc(-c2ccc(C)cc2)ccc1-c1noc(-c2ccc(C(C)(C)C)cc2)n1	-15%	-6%	u
CC(=O)n1nc(-c2ccc(C)cc2)nc1NCc1ccco1	-17%	1%	9%
Cc1ccc(NC(=O)Cn2ccnc2)cc1C	11%	-3%	-9%
c1ccc2c(c1)ccc1nnnn12	-10%	x	17%
O=C(Nc1sc2c(c1C(=O)NCc1ccco1)CCCC2)c1cc(=O)c2ccccc2o1	0%	-14%	u
Cc1c(C(=O)NN)sc(-c2ccccc2)c1C#N	-4%	-5%	u
O=C(OCc1nc2scc(-c3ccccc3)c2c(=O)[nH]1)c1ccco1	-5%	0%	1%
COc1cccc(C2=NN(C(=O)c3ccc(C)o3)C(O)(C(F)(F)F)C2)c1 (stereo unspecified)	-16%	-14%	u
Cc1ccc(NC(=O)COc2ccc(CCO)cc2-n2nc3ccccc3n2)cc1C	-23%	-6%	u
O=C(Nc1cccnc1Oc1ccc(Cl)cc1)c1cccc2ccccc12	-13%	-16%	-10%
O=C(COC(=O)c1ccccc1SCC(=O)N1CCCC1)Nc1ccc(OC(F)F)cc1	10%	-4%	-16%
